TRPC4 inh: inhibitors of mouse TRPC4 channel. Q9QUQ5. HEK293 TRPC4beta/mu-opioid, DAMGO-evoked Fluo4 calcium flux; stronger effect = lower value. B-score at 10 µM. 0.39% of 300,000 active. AID 2247;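 active = B-score over 3 SD under the library average, no early fluorescence shift, positive overall ratio signal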
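Material: HEK293 cells with stable TRPC4beta plus mu-opioid receptor expression; probe or stimulus: DAMGO in two steps, submaximal then maximal; technique: Fluo4 calcium fluorescence by kinetic imaging, 5 s 1 Hz baseline; measure: integrated fluorescence ratio relative to baseline, converted to per-well B score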
RGS4 act: RGS4 potentiation or activation. HEK293 M3R/inducible RGS4, carbachol calcium flux Fluo4; stronger effect = lower value. B-score at 10 µM. 0.92% of 310,000 active. AID 463111;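 active = B-score of the integrated calcium signal more than 4 SD below the library mean, with starting fluorescence not abnormally high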;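 note: negative B-score means reduced calcium response which marks RGS4 activation or potentiation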
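Material: M3R-expressing HEK293 line, RGS4 induced by doxycycline | Schedule: Overnight RGS4 induction, 30 min dye load 37 °C, 20 min compound RT | Measured by: Fluo4 fluorescence kinetic imaging of calcium | Read-out: Integrated calcium ratio converted to B score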
TRPC6 inh: mouse TRPC6 channel inhibition. Q61143. 1.1% of 310,000 active. B-score at 10 µM. HEK293-TRPC6, membrane potential dye, ACh-evoked depolarization; stronger effect = lower value;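 active = B-score under library mean minus 3 SD, initial fluorescence not abnormally high, positive integrated signal ratio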;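 note: B-score derived from integrated fluorescence ratio over the kinetic read; more negative B-score means stronger inhibition of depolarization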
Target sequence (Q61143 whole entry, looked up): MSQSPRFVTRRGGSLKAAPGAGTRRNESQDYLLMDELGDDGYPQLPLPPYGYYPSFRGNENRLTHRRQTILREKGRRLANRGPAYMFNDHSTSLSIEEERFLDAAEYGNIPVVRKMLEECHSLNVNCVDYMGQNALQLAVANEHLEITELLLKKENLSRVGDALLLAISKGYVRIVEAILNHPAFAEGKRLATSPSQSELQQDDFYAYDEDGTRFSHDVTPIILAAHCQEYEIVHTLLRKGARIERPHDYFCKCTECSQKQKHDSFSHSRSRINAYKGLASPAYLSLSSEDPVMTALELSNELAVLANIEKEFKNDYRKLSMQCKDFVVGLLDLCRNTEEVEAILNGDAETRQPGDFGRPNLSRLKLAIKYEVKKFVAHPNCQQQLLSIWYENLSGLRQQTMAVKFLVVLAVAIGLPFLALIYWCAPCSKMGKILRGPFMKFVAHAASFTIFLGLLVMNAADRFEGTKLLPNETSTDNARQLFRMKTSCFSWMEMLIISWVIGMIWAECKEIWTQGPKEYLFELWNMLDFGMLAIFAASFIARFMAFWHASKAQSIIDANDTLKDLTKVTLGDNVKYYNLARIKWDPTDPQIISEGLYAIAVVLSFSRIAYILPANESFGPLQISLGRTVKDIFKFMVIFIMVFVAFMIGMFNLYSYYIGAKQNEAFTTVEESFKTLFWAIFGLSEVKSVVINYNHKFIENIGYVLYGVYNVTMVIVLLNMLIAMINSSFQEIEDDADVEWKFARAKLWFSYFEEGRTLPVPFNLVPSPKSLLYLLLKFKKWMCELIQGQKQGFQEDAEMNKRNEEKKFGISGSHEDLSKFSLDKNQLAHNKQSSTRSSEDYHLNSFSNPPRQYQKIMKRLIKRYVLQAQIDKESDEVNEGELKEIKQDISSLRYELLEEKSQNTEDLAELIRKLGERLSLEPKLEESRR
Platelet DG rel: platelet dense granule release activity. human platelet-rich plasma, SFLLRN dense granule ATP release, luminescence. inhibition, %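 (compounds screened at 7.5 µM in platelet-rich plasma)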. 0.22% of 300,000 active. AID 1663;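 active = mean replicate score, as percent of positive control, at or above 50; inconclusive = mean below 50 but at least one replicate at or above 50; inactive = mean and every replicate below 50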
SKKanGAS inh: inhibitors of SKKanGAS S. pyogenes growth in kanamycin (SK-promoter or general growth effect). BacTiter-Glo, 6 h. inhibition, % at 7.5 µM. 1.3% of 300,000 active;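 active = mean replicate score, as percent of positive control median, at least 50; inconclusive = mean below 50 but one replicate at or above 50; inactive = mean and every replicate below 50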;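 note: strain carries kanamycin resistance gene driven by streptokinase promoter and grows in 40 µg/ml kanamycin; loss of luminescence reflects streptokinase promoter inhibition or plain growth inhibition; 0% = median of DMSO wells and 100% = positive control at its reference dose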
HIF act: HIF pathway transcriptional activation. 0.32% of 300,000 active. AID 1910. U2OS HRE-luciferase reporter, luminescence; normalized: DMSO 0%, desferrioxamine 100%. activation, % at 7.5 µM (by protocol);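 active = mean activation of at least 10% of the iron chelator positive control signal, with at least half of replicates also reaching 10%; inconclusive = mean and replicate majority disagree about reaching 10%; inactive = mean and most replicates under 10%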
MrgX1 antagonist: human MrgX1 receptor antagonism, primary screen | Q96LB2 | MRGX1-HEK293 calcium flux, Fluo-4, BAM8-22 antagonism; stronger effect = lower value | B-score at 10 µM | 1.3% of 310,000 active;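 active = calcium-response B-score plate-corrected more than 3 library SD below zero, starting fluorescence within 5 deviations, no agonist response on first addition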;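 note: peak minus trough fluorescence over baseline after final BAM8-22 challenge near maximal dose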
MrgX1 ag: activates human MrgX1 receptor signaling | B-score at 10 µM | Q96LB2 | 0.44% of 310,000 active | AID 588627 | MrgX1-HEK293 cells, Fluo-4 calcium fluorescence, agonist mode; stronger effect = higher value;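 active = calcium response B-score plate-corrected fluorescence ratio at least 3 library SD, with starting fluorescence B-score inside 5 SD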
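Material – MrgX1-expressing HEK293 cells · Input – 15,000 cells seeded per well · Dosing – compound as first of three additions · Times – overnight seeding, then 1 h dark dye loading · Measured by – kinetic Fluo-4 NW fluorescence of intracellular calcium · Read-out – B-scored fluorescence response ratio · Benchmarks – positive and negative control wells on each plate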
MrgX1 PAM: human MrgX1 positive allosteric modulation, primary screen; Q96LB2; MrgX1-HEK293, Fluo-4 calcium flux, FDSS; stronger effect = higher value; B-score at 10 µM; 0.63% of 310,000 active;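 active = plate-corrected calcium response at least 3 library SD above typical, normal starting fluorescence, not activating the receptor alone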;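 note: compound read alongside a low EC10 to EC30 dose of BAM8-22 agonist; peak minus trough fluorescence over baseline measured at the second addition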
TRPC6 activator: mouse TRPC6 channel activation; Q61143; 0.13% of 310,000 active; B-score at 10 µM; HEK293-TRPC6 membrane potential dye fluorescence; stronger effect = higher value;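 active = B-score of the integrated fluorescence ratio above library mean plus 3 SD, and starting fluorescence ratio within library mean plus 5 SD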;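 note: higher score means more depolarization so channel activation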
RGS4 inh: inhibitors of human RGS4 | B-score at 10 µM | HEK293 M3R/RGS4 inducible, Fluo-4 calcium flux; stronger effect = higher value; triggered by carbachol at its EC20 | P49798 | 0.45% of 310,000 active;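 active = B-score, a plate-corrected calcium signal, over three deviations above library mean, with baseline fluorescence within five deviations of library mean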;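 note: RGS4 expression induced by doxycycline in cells with stable M3 receptor; B-score is computed from the integrated fluorescence ratio over baseline after carbachol; higher B-score means a larger calcium signal and so more RGS4 inhibition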
Target sequence (P49798 whole entry, looked up): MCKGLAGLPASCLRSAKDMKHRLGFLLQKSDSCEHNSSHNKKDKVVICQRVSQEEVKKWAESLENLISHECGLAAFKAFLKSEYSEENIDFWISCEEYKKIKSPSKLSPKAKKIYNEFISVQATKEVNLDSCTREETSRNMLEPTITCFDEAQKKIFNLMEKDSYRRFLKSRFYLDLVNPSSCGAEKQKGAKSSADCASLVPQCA
Numbers without * were called inactive; i = inactive; ? = inconclusive; / = not tested or not shown.

SMILES	TRPC4 inh	RGS4 act	TRPC6 inh	Platelet DG rel	SKKanGAS inh	HIF act	MrgX1 antagonist	MrgX1 ag	MrgX1 PAM	TRPC6 activator	RGS4 inh
CSCCC(NC(=O)c1ccco1)C(=O)OCC(=O)N(Cc1ccccc1)C(C)(C)C (configuration not stated)	i	i	i	0.1	-2.6	-2.0	i	i	i	i	i
Cc1cc2cc(CN(CCN(C)C)C(=S)NCc3ccco3)c(=O)[nH]c2cc1C	i	i	i	1.3	6.0	-0.4	i	i	i	i	i
Cc1nc([N+](=O)[O-])c(Sc2nc3ccccc3[nH]2)n1Cc1ccccc1	i	i	i	-1.1	5.7	-0.3	i	i	i	i	i
C/C(=N\NC(=O)CC1N=C(Cc2ccccc2)NNC1=O)c1ccc(Cl)cc1Cl (configuration not stated)	i	i	i	/	2.5	-0.6	i	i	i	i	i
COc1ccc(-c2[nH]ncc2Oc2ccccc2OC)c(O)c1	i	i	i	10.1	-2.3	-0.1	i	i	i	i	i
CCOc1ccccc1N(C)C(=O)Cn1ncc2c([nH]c3ccccc32)c1=O	i	i	i	-7.5	6.5	-0.6	i	i	i	i	i
COc1ccccc1NC(=O)C(C)n1cnc2c(oc3nc4c(cc32)CCCC4)c1=O (configuration not stated)	i	i	i	2.3	5.4	-0.4	i	i	i	i	i
O=S(=O)(Nc1ccc(F)cc1)c1ccc(NS(=O)(=O)c2cccs2)cc1	i	i	i	1.6	2.0	-0.4	i	i	i	i	i
O=C(O)c1cc(-c2cccc([N+](=O)[O-])c2)n[nH]1	i	i	i	13.9	9.3	0.2	i	i	i	i	i
CCOC(=O)CSc1nc2cc(C(=O)NCC3CCCO3)ccc2c(=O)n1Cc1ccco1 (configuration not stated)	i	i	i	-2.8	4.9	-0.4	i	i	i	i	i
Cc1nn(C)c(C)c1NC(=O)CN1CCC(O)(c2ccc3c(c2)OCO3)CC1	i	i	i	0.6	4.6	-0.2	i	i	i	i	i
Cc1nc(/C(N)=N/OC(=O)Cc2ccccc2)no1	i	i	i	0.7	6.0	0.4	i	i	i	i	i
Cc1ccc([N+](=O)[O-])cc1NC(=O)/C=C/C(=O)O	i	i	i	-9.8	-7.8	-6.4	i	i	i	i	i
COc1ccc(C(=O)Nc2ccc3nc(C)c(C)nc3c2)cc1	i	i	i	3.0	-2.7	2.2	i	i	i	i	i
COc1nccc(C(F)(F)F)c1C(=O)NC(=O)Nc1ccccc1	i	i	i	23.1	10.7	139.6*	i	i	i	i	i
CN(C)S(=O)(=O)N1CCc2ccccc2C1	i	i	i	-1.8	-14.7	0.0	i	i	i	i	i
O=C(CN1C(=O)NC2(CCCCCC2)C1=O)Nc1ccc2c(c1)CCC2	i	i	i	3.6	8.0	0.0	i	i	i	i	i
CCCC(=O)N1CCC(O)(c2cccc(F)c2)CC1	i	i	i	2.5	-4.4	-0.3	i	i	i	i	i
CC(C)N(C(=O)Cn1cc(SCC(N)=O)c2ccccc21)C(C)C	i	i	i	-0.4	-6.5	0.0	i	i	i	i	i
COC(=O)c1cc(C(=O)OCC(=O)NCc2ccc3c(c2)OCO3)cc([N+](=O)[O-])c1	i	i	i	-1.2	-4.4	-0.9	i	i	i	i	i
Cc1cccc2c1[nH]c1nc(N/N=C\c3ccco3)nnc12	i	i	i	2.0	-1.3	0.5	i	i	i	i	i
O=C(CSc1nnc(CNC(=O)c2ccccc2F)o1)c1ccccc1	i	i	i	-2.3	-5.1	0.1	i	i	i	i	i
O=C(Cn1cnc2ccccc21)N/N=C/C(Br)=C/c1ccccc1	i	i	i	-9.2	1.3	0.3	i	i	i	i	i
O=S(=O)(c1ccccc1)N1CCC(O)(CSc2ccccc2)CC1	i	i	i	3.9	-3.8	-0.3	i	i	i	i	i
CCCCc1ccccc1NC(=S)NC1CCCC1	i	i	i	-18.4	-7.8	0.2	i	i	i	i	i
O=C(Nc1cccc(Cl)c1)Nc1sccc1-c1nc2ccccc2s1	i	i	i	18.3	27.0	-1.1	i	i	i	i	i
O=C(Nc1cccc2ccccc12)N1CCCN(c2c(Cl)cncc2Cl)CC1	i	i	i	0.7	1.2	0.1	i	i	i	i	i
Cc1nn(C)c(C)c1S(=O)(=O)N(CC(=O)N1CCc2ccccc21)c1ccc(C(C)C)cc1	i	i	i	-9.8	2.9	-0.1	i	i	i	i	i
Cn1cc([N+](=O)[O-])c(C(=O)Nc2ccc(Br)cn2)n1	i	i	i	5.8	2.1	0.3	i	i	i	i	i
C=CCOc1ccc(/C=C2\SC(=Nc3cccnc3)NC2=O)cc1	i	i	i	-10.4	8.6	84.3*	-4.88*	i	i	i	i
Cc1cc2ncn(C(=O)c3ccc4c(c3)OCO4)c2cc1C	i	i	i	/	-7.1	/	i	i	i	i	i
CC(C)c1cc(C(=O)N2CCCC(CCC(=O)N3CCN(c4ccccn4)CC3)C2)no1 (configuration not stated)	i	i	i	-2.1	12.1	0.3	i	i	i	i	i
Cc1onc(-c2ccccc2)c1C(=O)N/N=C/c1ccc([N+](=O)[O-])s1	i	i	-8.16*	-13.5	3.2	-0.7	i	i	i	i	i
COc1ccc(Nc2nc3c(C)cccc3cc2C#N)c(OC)c1	i	i	i	-5.3	-1.7	-0.1	i	i	i	i	i
CC/C(=N\NC(=O)CNC(=O)/C=C/c1ccc(OC)cc1)c1ccccc1	i	i	i	-4.1	-10.3	0.1	i	i	i	i	i
CCOC(=O)N1CCN(C(=O)Nc2ccc3nc(-c4ccccn4)c(-c4ccccn4)nc3c2)CC1	i	i	i	-0.3	-16.5	1.4	i	i	i	i	i
Fc1ccc(-n2cc(CNCCc3cccnc3)c(-c3ccccc3Cl)n2)cc1	i	i	i	-4.0	2.7	-0.6	i	i	i	i	i
COc1ccc(OC)c(CNc2ncc(-c3cccc([N+](=O)[O-])c3)n2C)c1	i	-7.04*	i	1.4	2.3	0.9	i	i	i	i	i
COc1ccc(C2CC(c3ccccc3)=NN2C(=O)CN2CCN(Cc3ccccc3)CC2)cc1 (configuration not stated)	i	i	i	6.7	0.7	0.1	i	i	i	i	i
CCOc1cc(C(=O)N2CCCC2)cc(OCC)c1OCC	i	i	i	-7.2	13.5	-0.6	i	i	i	i	i
Cc1nn(Cc2ccccc2)c(Cl)c1/C=C/C(=O)OCC(=O)NC(C)C(C)C (configuration not stated)	i	i	i	-4.7	-1.3	0.0	i	i	i	i	i
COc1ccc(OCC(O)CN2C(=O)c3ccccc3C2=O)cc1 (configuration not stated)	i	i	i	3.3	-0.5	0.8	i	i	i	i	i
Cn1c(N)c(C(=O)COC(=O)CCC2CCCCC2)c(=O)n(C)c1=O	i	i	i	3.5	2.4	-0.8	i	i	i	i	i
CC12CCC(=O)N1C(C(=O)Nc1nc(-c3ccccc3)cs1)CS2 (configuration not stated)	i	i	i	4.6	0.7	2.1	i	i	i	i	i
Cc1c(C(=O)N2CCOCC2)sc2ncnc(N3CCc4ccccc4C3)c12	i	i	i	?	2.7	-0.2	i	i	i	i	i
CCOC(=O)c1ccc(-n2c(CN3CCC(C(N)=O)CC3)nc3ccc([N+](=O)[O-])cc3c2=O)cc1	i	i	i	-2.1	-9.8	-4.8	i	i	i	i	i
CC(C)(C)CC(=O)Nc1ccc(C(N)=O)cc1	i	i	i	-2.8	-5.5	0.2	i	i	i	i	i
Cc1cccc(N2C(=O)c3cccc4c(N(C)CCO)ccc(c34)C2=O)c1	i	i	i	3.3	5.8	/	i	i	i	i	i
CCc1nc2ccc(C(=O)Nc3ccc(NC(C)=O)cc3)cc2nc1CC	i	i	i	-1.9	-1.3	-0.6	i	i	i	i	i
CCOC(=O)C1=C(C)NC(C)=C(C(=O)OCC)C1C(=O)OCC(=O)N1c2ccccc2CC1C (configuration not stated)	i	i	i	3.2	2.2	-0.5	i	i	i	i	i
CC(C)n1cnc2c(Nc3ccc(C(=O)O)cc3)nc(Cl)nc21	i	i	i	-5.3	2.3	0.4	i	i	i	i	i
C=C(C)CSc1nnc(-c2cccc(Cl)c2)n1N	i	i	i	-2.6	-7.6	3.4	i	i	i	i	i
Cc1ccc(C)c(N2CCN(C(=O)C3CCCN(S(=O)(=O)c4c(C)[nH]c(=O)[nH]c4=O)C3)CC2)c1 (configuration not stated)	i	i	i	-2.0	8.5	-0.2	i	i	i	i	i
CCCCCCCCN1[C@@H](CC(=O)OCC)c2ccc(C(F)(F)F)cc2S1(=O)=O	/	i	i	4.2	6.4	-0.5	i	i	i	i	i
O=C(Nc1ccccc1Cl)Nc1ccnn1C1CCN(C(=O)c2cscn2)CC1	i	i	i	-5.3	-5.9	-0.7	i	i	i	i	i
CCCc1nnc(NC(=O)CN2CCN(C)CC2)s1	i	i	i	2.9	4.2	-0.3	i	i	i	i	i
CCc1c(O)nc(SCc2ccccc2)n(C(C)CC)c1=O (configuration not stated)	i	i	i	-5.0	14.3	0.3	i	i	i	i	i
Cc1noc(NC(=O)c2ccc(Cl)cc2)c1Cl	i	i	i	3.7	-4.5	4.6	i	i	i	i	i
COc1ccc2[nH]cc(CCNC(=S)NCCc3ccccc3)c2c1	i	i	i	-4.0	6.7	-0.2	i	i	i	i	i
Cc1cc(C)nc(NC(=O)/C=C/c2ccc(Cl)cc2)n1	i	i	i	3.2	0.5	0.1	i	i	i	i	i

More records.
SMILES	TRPC4 inh	RGS4 act	TRPC6 inh	Platelet DG rel	SKKanGAS inh	HIF act	MrgX1 antagonist	MrgX1 ag	MrgX1 PAM	TRPC6 activator	RGS4 inh
Cc1ccc(NS(=O)(=O)c2c(C(=O)N3CCCC3)c(C)n(C)c2C)cc1	i	i	i	0.8	-0.9	-0.3	i	i	i	i	i
COCCCN1C(=O)/C(=C\c2ccc3c(c2)OCO3)C(C(=O)OC)=C1C	i	i	i	1.3	-15.5	-1.1	i	i	i	i	i
COc1cc(C(CCN2CCOCC2)c2c(OC)cc(OC)c3c(C)cc(=O)oc23)cc(OC)c1OC (configuration not stated)	i	i	i	0.1	-1.2	-3.1	i	i	i	i	i
COc1ccc(C2(C(=O)c3ccccc3)C(=O)c3ccccc3C2=O)cc1	i	i	i	7.1	-2.4	0.0	i	i	i	i	i
COc1ccc(OCC(O)CN2CCN(c3ncccn3)CC2)cc1 (configuration not stated)	i	i	i	3.1	-3.2	-0.2	i	i	i	i	i
O=C(OC1CCOC1=O)c1ccc(S(=O)(=O)N2CCCCCC2)cc1 (configuration not stated)	i	i	i	-0.4	-7.1	0.3	i	i	i	i	i

Source: PubChem (several laboratories)

Rows were taken by chance; 6.1% or so of the library scored in one or more.
